TNAP inh Pi – human TNAP inhibition, phosphate detection; 21,000 tested, under 10 active; inhibition, % at 20 µM; purified TNAP, pNPP, malachite green phosphate absorbance
Target sequence (P05186 whole entry, looked up): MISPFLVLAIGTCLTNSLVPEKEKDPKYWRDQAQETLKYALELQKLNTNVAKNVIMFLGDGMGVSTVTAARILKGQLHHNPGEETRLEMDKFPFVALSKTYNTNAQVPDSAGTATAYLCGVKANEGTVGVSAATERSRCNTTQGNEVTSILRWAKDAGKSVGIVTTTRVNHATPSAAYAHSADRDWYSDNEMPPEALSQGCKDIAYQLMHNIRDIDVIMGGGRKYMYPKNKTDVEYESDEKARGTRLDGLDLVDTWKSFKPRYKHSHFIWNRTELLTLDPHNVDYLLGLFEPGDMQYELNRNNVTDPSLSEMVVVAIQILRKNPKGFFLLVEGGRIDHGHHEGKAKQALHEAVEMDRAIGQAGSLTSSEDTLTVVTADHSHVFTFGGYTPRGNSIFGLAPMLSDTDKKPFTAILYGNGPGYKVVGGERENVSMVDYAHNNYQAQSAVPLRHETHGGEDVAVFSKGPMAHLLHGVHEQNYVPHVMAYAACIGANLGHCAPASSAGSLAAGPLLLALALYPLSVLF
TNAP inh pNP – human TNAP inhibition, p-nitrophenol detection; purified TNAP, pNPP hydrolysis, absorbance 405 nm; 21,000 tested, under 10 active; inhibition, % at 20 µM; AID 615; P05186;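 also: 0% = DMSO only wells and 100% = 1 mM levamisole wells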
Active calls of the source: *.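 The calls were made as follows: active = inhibition above 50% at the 20 µM single-dose screen; inactive = the rest.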 Some of the compounds tested (hit frequency here may not be typical).

SMILES | TNAP inh Pi | TNAP inh pNP
CCNC(=O)Nc1cc2nc(C)n(Cc3ccc(Br)cc3)c2nc1C | 8 | -1
O=C1OCCC1Sc1nnc(-c2ccc3c(c2)OCO3)n1-c1ccccc1 (stereo unspecified) | 0 | 0
COC(=O)c1cc(Br)c(=O)n(-c2cc(C)on2)c1 | -4 | 6
Cc1cc(C)n(-c2c(F)c(F)c(CN3CCCCC3)c(F)c2F)n1 | -11 | 6
OCCN1CCN(C(=S)c2ccc(Cl)cc2)CC1 | -1 | 2
CCOc1cccc(N2C(=O)CC(N(CCc3ccc(OC)c(OC)c3)C(=O)CC)C2=O)c1 (stereo unspecified) | 12 | 6
N#Cc1cn(-c2ccccc2)nc1-c1cc2ccccc2oc1=O | 6 | 4
CC1(c2ccccc2)NC(=O)N(CC(=O)Nc2cccc(C#N)c2)C1=O (stereo unspecified) | 7 | 3
Cc1cc(=O)oc(C)c1C(=O)NCC(C)NC(=O)c1c(C)cc(=O)oc1C (stereo unspecified) | 0 | 0
C/C(Sc1nnc(Cc2ccccc2)o1)=C(/O)c1ccccc1 | 15 | 2
CCN(Cc1ccccc1)C(=O)C1CCN(Cc2ccc(OC)c(OC)c2OC)CC1 | 6 | 3
Brc1ccccc1C1=Nn2c(nnc2-c2ccccc2)SC1 | -17 | 2
c1coc(CNc2ncnc3sc4c(c23)CCCCC4)c1 | 10 | 5
O=C(Nc1ccc(N2CCN(Cc3ccccc3)CC2)cc1)c1cccnc1 | 0 | 0
O=C(NCC1CCC(C(=O)O)CC1)c1cccnc1 (stereo unspecified) | -12 | 10
CCOC(=O)/C=c1\s/c(=C(\C#N)C(=O)OCC)n(-c2ccccc2)c1=O | 9 | 6
CN1CCN(c2nc(C(N)=O)cc(-c3ccccc3)n2)CC1 | 2 | 6
Cc1ccccc1OCc1nnc(SCC(=O)Nc2ccc3c(c2)oc2ccccc23)n1C | 4 | 5
CCCCOC(=O)CCn1c(=S)oc2ccccc21 | 9 | 3
Cc1nnc(SCC(=O)N2CCC(c3noc4ccc(F)cc34)CC2)s1 | 6 | 6
CCOC(=O)c1cc2c(N)c(C(=O)c3cc(C#N)c(SC)nc3C)sc2nc1C | -2 | 5
CCOC(=O)c1c(N)sc(C(N)=O)c1C | 10 | 1
Cn1nccc1C(=O)Nc1ccccc1C(=O)O | 9 | 4
CCOC(=O)c1ccccc1N/C=C1\CCCC1=O | 12 | 3
CCCCCCC(=O)N(O)C1CC(=O)N(c2ccc(Br)cc2)C1=O (stereo unspecified) | 8 | 2
COc1ccc(NC(=O)COC(=O)c2ccc(Br)o2)cc1OC | 17 | 3
O=C(CN1CCN(C(=O)c2ccccc2)CC1)Nc1ccc(Br)cn1 | 10 | 4
O=C(NCCCN1CCOCC1)C1(c2ccccc2)CCCC1 | 8 | 1
COc1cc(C)nc(OCCNS(=O)(=O)c2cc(C)ccc2C)n1 | 11 | 6
O=c1c2c(nc3nc(Cc4ccccc4)[nH]n13)CCC2 | 0 | 0
COc1ccc(OC)c(C2/C(=C(/O)c3ccc(C)cc3)C(=O)C(=O)N2Cc2ccco2)c1 (stereo unspecified) | 6 | -1
Cc1cc(Cl)c(S(=O)(=O)NC(C(=O)O)c2ccccc2)cc1OCC(N)=O (stereo unspecified) | 9 | 4
CCn1c(N2CCN(CC(=O)c3c[nH]c4ccccc34)CC2)nc2c1c(=O)[nH]c(=O)n2C | 2 | 6
COc1cccc(C(=O)N2CCN(C(=O)c3cccc(F)c3)CC2)c1 | 7 | 4
Cc1oc(/N=C/c2ccc3c(c2)OCO3)c(C#N)c1C | 6 | 3
Cc1ccc(-c2nnc(SCC#N)n2N)cc1 | 18 | 2
CSc1nsc(SCC(=O)Nc2cccc(C(C)=O)c2)n1 | -4 | -2
CCC(=O)N(CCO)Cc1cc2ccc(C)c(C)c2[nH]c1=O | 10 | 6
NC(=O)c1ccsc1NC(=O)CN1C(=O)C2CC=CCC2C1=O (stereo unspecified) | 1 | 6
Cc1ccc2c(c1)nnn2C1CCN(CC(=O)N2c3ccccc3CC2C)CC1 (stereo unspecified) | 9 | 4
O=C1Nc2ccccc2C12OCCCCO2 | 8 | 4
COC(=O)c1cc(-c2c[nH]c3ccccc23)n[nH]1 | 5 | -2
COc1ccc(-c2noc(-c3ccc(Cl)cc3)n2)cc1 | -18 | 1
Cc1ccc(C(=O)NC=C(Cl)Cl)cc1 | 11 | 3
COC(=O)/C=C(\C)NC(=O)c1ccccc1Cl | -20 | 1
CN(C)CCCN(CCCNC(=O)/C=N/O)Cc1ccccc1 | 7 | 4
CN1CCc2c(C#N)c(N3CCCCC3)nc(N3CCOCC3)c2C1 | 8 | 3
COc1cc(Cn2c(N)c(C#N)c3nc4ccccc4nc32)cc(OC)c1 | -2 | -8
CC1(C)Cc2cccc(OCC(O)CNCc3ccccn3)c2O1 (stereo unspecified) | -4 | -13
COc1cc(C2Nc3ccccc3C(=O)N2c2ccccc2OC)ccc1O (stereo unspecified) | -17 | 6
CC1(C)CC(=O)C=C(NCCN2CCN(C(=O)Nc3ccc(Cl)cc3)CC2)C1 | 10 | 3
CCOc1ccc(S(=O)(=O)N2Cc3ccccc3CC2C(=O)NCCCn2ccnc2)cc1 (stereo unspecified) | 19 | 6
CCCC(c1nnnn1CC(=O)OCC)N(Cc1cc2c(C)cc(C)cc2[nH]c1=O)C1CCCC1 (stereo unspecified) | 10 | 5
CCn1c(CSc2nc3ccccc3s2)nnc1SCC(=O)c1ccc2c(c1)OCCO2 | 5 | 2
CCOC(=O)CN=C1CC(C)(C)CC2=C1Sc1ncnc(N(C)C)c1N2 | 2 | -2
Cc1ccc(NC(=O)NC2=N/C(=C(/C#N)C(=O)N3CCCC3)c3ccccc32)cc1 | 8 | 0
Cn1cccc1C(=S)N1CCOCC1 | 0 | 0
Cc1nc2ccc(NC(=O)c3ccc(S(=O)(=O)N4CCOCC4)cc3)cc2s1 | -16 | 3
COc1cccc(OC)c1C(=O)NCCN1CCN(C(=O)c2c(OC)cccc2OC)CC1 | 12 | 1
O=C(Nc1ccc2oc(-c3ccccc3)nc2c1)c1ccncc1 | 13 | 4

Other structures
SMILES | TNAP inh Pi | TNAP inh pNP
CC1(C)CC(=O)C=C(NCCCNC2CCCCC2)C1 | 10 | 2
CN(C)c1cc(N)c2ccccc2n1 (tested in a mixture with another compound) | 9 | 5
Cn1c(=O)c(C#N)c(-c2ccccc2)n2cnnc12 | 2 | 10
COc1cc(N2C(=O)CSC23C(=O)Nc2ccccc23)cc(OC)c1OC (stereo unspecified) | -8 | 11
COc1cccc(NC(=O)c2ccccc2-c2nc(-c3cccc(C)c3)no2)c1 | 9 | 6
COc1cccc2cc(-c3nnc(SCC(=O)NCc4ccccc4)n3C)oc12 | 0 | 0
Cc1nc2sc(C)c(C)c2c(=O)o1 | -5 | 0
CC1(C)Cc2c(C#N)c(N3CCOCC3)nc(Cc3ccccc3)c2CO1 | 0 | 0
Cc1cc(C(=O)Nc2nnc(C3CCCCC3)s2)cs1 | 6 | 3
OCCN(Cc1ccccc1)Cc1cccc(C(F)(F)F)c1 | -1 | 8
O=P(c1ccccc1)(c1ccccc1)C1CCCO1 (stereo unspecified) | 12 | 4
Cc1ccc(-c2cc(C(=O)N3CCOCC3)c3ccccc3n2)cc1 | 2 | 6
Cc1ccc(C)c(NC(=O)CSc2nnc(CCCCCNC(=O)OC(C)(C)C)o2)c1 | 4 | -1
COc1ccc(Cl)cc1NC(=O)CN1C(=O)CSC1=O | -26 | 0
O=C(CN(Cc1ccccc1)C(=O)CCC(=O)Nc1nccs1)NCc1ccco1 | -50 | -2
O=C(CSc1nnc(Cc2ccccc2)n1Cc1ccco1)NC1CCCC1 | 8 | -2
Cc1cc(C(=O)OCC(=O)N2CCc3ccccc32)c(C)o1 | 0 | 0
COCCCn1c(SCC(=O)Nc2cccc(C(=O)OC)c2)nnc1-c1ccncc1 | -1 | -6
CCOC(=O)C(O)(NC(=O)c1cccnc1)C(F)(F)F (stereo unspecified) | -6 | 0
COc1ccccc1OCC(=O)Nc1nnc(-c2ccco2)s1 | 6 | -6
O=C1c2cccnc2C(=O)N1Cc1ccc2c(c1)OCO2 | -5 | 10
COC(=O)CCC(=O)Nc1sc(C)c(C)c1C(N)=O | 9 | 3
COc1ccc(NC(=O)CCN2CCCCCC2)c(OC)c1 | 2 | 0
CC1(C)N=C(/C=N/O)C=[N+]1[O-] | -2 | -2
Cc1cccc(NC(=O)Cn2nnc(-c3cccs3)n2)c1C | -4 | -13
Nc1cc(N)nc(SCC(=O)NCC2CCCO2)n1 (stereo unspecified) | -1 | -2
N#CC(c1nc2ccccc2nc1N1CCCCC1)S(=O)(=O)c1ccc(Cl)cc1 (stereo unspecified) | 12 | 3
O=C(OCCN1CCOCC1)c1ccc(OCCN2CCOCC2)cc1 | -2 | 6
CCOC(=O)CSc1nc2cc(OC)ccc2cc1C#N | 13 | 4
C=CCn1c(N)cc(=O)nc1SCC(=O)N1CCN(c2ccc(F)cc2)CC1 | 13 | 7

3 of the entries above in order of the TNAP inh pNP value, descending:
smiles | TNAP inh pNP
N#CC(c1nc2ccccc2nc1N1CCCCC1)S(=O)(=O)c1ccc(Cl)cc1 (stereo unspecified) | 3
Nc1cc(N)nc(SCC(=O)NCC2CCCO2)n1 (stereo unspecified) | -2
Cc1cccc(NC(=O)Cn2nnc(-c3cccs3)n2)c1C | -13

3 entries from above, arranged by length of the SMILES, smallest number first.
SMILES | TNAP inh Pi | TNAP inh pNP
COC(=O)CCC(=O)Nc1sc(C)c(C)c1C(N)=O | 9 | 3
O=C(OCCN1CCOCC1)c1ccc(OCCN2CCOCC2)cc1 | -2 | 6
N#CC(c1nc2ccccc2nc1N1CCCCC1)S(=O)(=O)c1ccc(Cl)cc1 (stereo unspecified) | 12 | 3

(continued)
SMILES | TNAP inh Pi | TNAP inh pNP
Clc1ccc(-c2nn3c(-c4cccc(Cl)c4)nnc3s2)cc1 | 6 | 3
CCSC1=C(C#N)C(=O)n2c1cc1c2CCCC1 | 12 | 2
COc1ccccc1NC(=O)Cn1cnc2c(cnn2-c2ccccc2)c1=O | 12 | 6
CN(C)c1oc(-c2ccc(OCc3ccccc3)cc2)nc1C#N | 5 | 10
Clc1ccc(Oc2nc(N3CCOCC3)nc(N3CCOCC3)n2)c(C2CCCCC2)c1 | 0 | 0
O=C(CSc1nnc(Cc2csc(Nc3cccc(Cl)c3)n2)o1)N1CCc2ccccc21 | 2 | 3
CCOC(=O)c1c(CN2CCN(C)CC2)oc2ccc(O)cc12 | -1 | 6
COc1ccc(N2CCN(C(=O)CSc3nnc(C)c(=O)[nH]3)CC2)cc1 | 8 | 2
CC1Cc2cc(/C(O)=C3\C(=O)C(=O)N(CCN(C)C)C3c3ccccc3F)ccc2O1 (stereo unspecified) | 8 | 4
Cc1cc(C(=O)Nc2ccc(S(=O)(=O)Nc3nccs3)cc2)c(C)o1 | 7 | 6
Cc1c(N=C2NC(=O)C(CC(=O)Nc3ccccc3)S2)c(=O)n(-c2ccccc2)n1C (stereo unspecified) | 8 | -1
COc1cccc(COc2nc3c(c(=O)n(C)c(=O)n3C)n2C)c1 | 9 | 4
COc1ccc(S(=O)(=O)N2CCC(C(=O)NCC(c3cccs3)N(C)C)CC2)cc1 (stereo unspecified) | 18 | 3
Cc1ccc(-n2c(CSc3nc(C)cc(C)n3)nnc2SCC(=O)N2CCCC2)cc1 | 5 | 8
N#CCCNc1ccc(OCCC#N)cc1 | 4 | 5

Seven entries from above, in markdown:
| SMILES | TNAP inh Pi | TNAP inh pNP |
| --- | --- | --- |
| Cc1oc(/N=C/c2ccc3c(c2)OCO3)c(C#N)c1C | 6 | 3 |
| Cc1ccc(-c2nnc(SCC#N)n2N)cc1 | 18 | 2 |
| CSc1nsc(SCC(=O)Nc2cccc(C(C)=O)c2)n1 | -4 | -2 |
| CCC(=O)N(CCO)Cc1cc2ccc(C)c(C)c2[nH]c1=O | 10 | 6 |
| NC(=O)c1ccsc1NC(=O)CN1C(=O)C2CC=CCC2C1=O (stereo unspecified) | 1 | 6 |
| Cc1ccc2c(c1)nnn2C1CCN(CC(=O)N2c3ccccc3CC2C)CC1 (stereo unspecified) | 9 | 4 |
| O=C1Nc2ccccc2C12OCCCCO2 | 8 | 4 |

More entries
SMILES | TNAP inh Pi | TNAP inh pNP
Brc1cccc(-c2cnc3n2CCCCC3)c1 | 3 | 2
COc1ccc(S(=O)(=O)N2CCN(c3ccccn3)CC2)cc1OC | 14 | 5
CSc1nnc(-c2cccs2)n1-c1ccccc1 | 11 | 2
CCN(CC)C(=O)COn1c(SCC(=O)N(CC)CC)nc2ccccc2c1=O | 7 | 5
O=C(NC1CCCCC1)c1ccc(S(=O)(=O)NCc2cccnc2)cc1 | 11 | 0
CC1(C)Cc2c(C#N)c(NCC3CCCO3)nc(-c3ccco3)c2CO1 (stereo unspecified) | 0 | 0
NC(=O)C1(c2ccccc2)CCOCC1 | 20 | 8
Cc1cccc(C)c1NC(=O)CSc1nnc(-c2ccco2)n1N | -15 | 3
Cc1cc(NC(=O)c2ccc3c(c2)OCO3)no1 | -1 | 2
CCCc1nnc(NC(=O)CCN2C(=O)c3ccccc3C2=O)s1 | -4 | -8
Cc1ccc(-c2ccc(C(=O)O)[nH]2)cc1 | 5 | 1
COC(=O)[C@@H](NC(=O)NCc1ccco1)C(C)C | 8 | -1
CC(NC(=O)CSc1ncccn1)c1ccccc1 (stereo unspecified) | 16 | 3
CCC(C(=O)NCc1ccc(F)cc1)N(Cc1ccco1)C(=O)c1snc(C(N)=O)c1N (stereo unspecified) | 8 | 5
C=CCn1c(=S)[nH]c2ccccc2c1=O | -10 | -4
O=S(=O)(NCC1CCCO1)c1ccc2ccccc2c1 (stereo unspecified) | 9 | 2
N#Cc1nc(Cc2ccccc2)oc1N1CCC(Cc2ccccc2)CC1 | 3 | -2
COc1ccccc1-c1nnc2n1N=C(C)CS2 | 12 | 7
COc1ccc(C(=O)CSc2nnc(-c3cc4ccccc4cc3O)n2Cc2ccco2)cc1 | -6 | -2
O=C(Oc1ccc(Br)cc1)C1CC(=O)N(c2ccc(F)cc2)C1 (stereo unspecified) | 0 | 0

Bioassay records from PubChem BioAssay.
